Cav3 T inh = human Cav3.2 channel inhibition, primary screen; O95180; Cav3.2-expressing cells, Fluo-4 calcium fluorescence FDSS; hits give low values; B-score at 10 µM; 100,000 tested, 4% active; AID 449739;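 active means single-dose well whose peak fluorescence ratio is a statistical outlier from its plate by either plate-standardised score or position-corrected B-score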
Numbers without * were called inactive.

Cav3 T inh	Structure
-1.46	COc1ccc(NS(=O)(=O)c2ccc(OC)c3ccccc23)cn1
0.11	Cc1ccc(C2(COC(=O)C(C)C)CO2)c(OC(=O)C(C)C)c1 (stereo unspecified)
-0.241	COc1cc(OC)c2c(c1)OC(c1ccc(OC)c(OC)c1)C(O)C2=O (stereo unspecified)
-0.13	O=C(c1cccs1)N1CCN(C(=O)N2CCOCC2)CC1
-1.86	COc1ccc(OCC(O)CN(C2CCCCC2)C2CCCCC2)cc1 (stereo unspecified)
-0.49	COc1cccc(CNn2c(-c3cccc(C)c3)nc3ccccc3c2=O)c1O
-3.5	CSCC[C@H](NC(=O)OC(C)(C)C)c1nnc(SCc2ccc(F)cc2)o1
-0.925	CCOc1ccccc1NC(=O)N1CCC(NC(=O)c2ccccc2C)CC1
0.376	CS(=O)(=O)Nc1ccc(C(=O)N2CCN(c3ccccc3)CC2)cc1
0.218	CCCCN(CC)CCCNC(=O)C1c2ccccc2C(=O)N(C)C1c1cn(C)c2ccccc12 (stereo unspecified)
-0.0141	C#CCN1C(=O)C(O)(CC(=O)c2ccc(OC)c(OC)c2)c2ccccc21 (stereo unspecified)
-1.01	Cc1ccc(/C=N/NC(=O)CC2N=C(Cc3ccccc3)NNC2=O)cc1 (stereo unspecified)
0.564	NCC12CC3CC(C1)CC(CN)(C3)C2
-0.252	CCCOc1ccc(C(=O)N2CCCC2C(=O)O)cc1 (stereo unspecified)
-0.511	Cc1nc(CNS(=O)(=O)c2ccc(Oc3ccccc3)cc2)cs1
-0.733	CCCCOc1cc(CC2CNC(=O)N2)ccc1OC (stereo unspecified)
-0.367	COc1ccc(N(CC(=O)N2c3ccccc3CC2C)S(=O)(=O)c2c(C)nn(C)c2C)cc1 (stereo unspecified)
0.417	O=C(NCC1CCCO1)C1CC(=O)N(C2CCCCCC2)C1 (stereo unspecified)
-0.628	CCCc1ccc(C(C)NC(=O)c2cnccn2)cc1 (stereo unspecified)
-4.74*	O=C(CSc1nnc(-c2cccs2)n1Cc1ccccc1)NCc1ccc2c(c1)OCO2
0.548	Cn1c(=O)oc2cc(S(=O)(=O)N3CCCC3)ccc21
-1.49	O=S(=O)(Nc1nc(CN2CCOCC2)nc2sc3c(c12)CCCC3)c1cc(F)ccc1F
-1.19	Brc1ccc(-c2nnc(-c3ccccc3)c(N3CCSCC3)n2)cc1
0.0826	CC(NC(=O)CC(O)(C(F)(F)F)C(F)(F)F)c1ccccc1 (stereo unspecified)
1.99	NC(=O)c1c(-c2ccccc2)oc2ccc(O)cc12
1.14	COc1cccc2cc(C(C)=O)c(=O)oc12
1.32	COc1ccc(Cl)cc1C(=O)NCc1cn(C)nc1C
0.527	COc1ccccc1S(=O)(=O)Cc1ccc(C(=O)N2CCN(c3ccccn3)CC2)o1
1.42	COC(=O)c1cc(OC)c(OC)cc1NC(=O)CCCCCN1C(=O)CCC1=O
0.244	CC(C)CC(c1nnnn1C(C)(C)C)N1CCN(C2CCCC2)CC1 (stereo unspecified)
-0.814	O=C(c1ccc(-c2ccccc2)cc1)N1CCN(c2ncccn2)CC1
0.691	C=CCOC(=O)C1=C[C@@H](c2ccc3c(c2)OCO3)C[C@@H](OCCCCO)O1
-3.61	O=C(NC1(C(F)(F)F)C(=O)Nc2c1c(=O)[nH]c(=O)n2-c1ccccc1)c1cccnc1 (stereo unspecified)
-1.09	COc1cccc(NC(=O)c2ccccc2-c2nc(-c3ccc(F)cc3)no2)c1
-0.0294	COc1ccc(C(=O)/C=C/Nc2cccc(O)c2)cc1
0.409	Cc1ccc(OCCC(=O)OCC(=O)Nc2ccc(Cl)cn2)cc1
0.186	CCc1ccccc1NC(=O)N[C@H](C(=O)O)C(C)C
-0.114	CCn1c(Cc2ccccc2)nnc1SCC(=O)Nc1nc(C)c(C)s1
0.43	O=C(c1ccco1)N1CCN(C(c2ccccn2)c2nnnn2C2CCCC2)CC1 (stereo unspecified)
-3.1	CN1CCN(CC(=O)Nc2sc3c(c2C#N)CCC(C(C)(C)C)C3)CC1 (stereo unspecified)
0.359	CCCC(=O)Nc1cccc(C(=O)Nc2nccs2)c1
-3.19	c1csc(-c2nc3nc4ccccc4nc3n2Cc2ccc3c(c2)OCO3)c1
-0.0301	CCN1C(=O)/C(=C/c2cn(C)nc2C)SC1=S
0.667	CC(=O)Nc1ccc(S(=O)(=O)Nc2nc(CN3CCOCC3)nc3sc4c(c23)CCCC4)cc1
0.28	O=c1c(C(c2ccccc2)c2c(O)nc3n(c2=O)CCCS3)c(O)nc2n1CCCS2
0.954	O=C(c1cccnc1)N1CCN(S(=O)(=O)c2ccc3ccccc3c2)CC1
1.33	O=C(OCC(=O)N1CCN(C(=O)c2ccco2)CC1)C1=COCCO1
0.481	Clc1ccc(NC2=NCCC2)cc1Cl
0.618	CCOc1ccc(-n2c(COc3ccccc3)nnc2SCC(N)=O)cc1
0.87	COC(=O)N1CC=CC1(C)C(=O)NCc1cc(F)cc(C(F)(F)F)c1 (stereo unspecified)

Exported with bars between the fields: 2 of the compounds above.
Molecule | Cav3 T inh
CC(=O)Nc1ccc(S(=O)(=O)Nc2nc(CN3CCOCC3)nc3sc4c(c23)CCCC4)cc1 | 0.667
c1csc(-c2nc3nc4ccccc4nc3n2Cc2ccc3c(c2)OCO3)c1 | -3.19

Additional records
Cav3 T inh	Structure
0.964	CCc1ccc(OCC(=O)NC(=S)Nc2ccc(C(C)=O)cc2)c(Br)c1
0.948	O=C(c1cccc(Cl)c1)N(Cc1cccs1)C1CCS(=O)(=O)C1 (stereo unspecified)
0.0277	Cc1cc2nc(SC(C)C(=O)O)[nH]c2cc1C (stereo unspecified)
0.684	O=C(CN1C(=O)C2CC=CCC2C1=O)NC1CCCc2ccccc21 (stereo unspecified)
0.362	C#CCOCCOCCOCCNc1nc(N2CCN(C(=O)Cn3cc(CCO)nn3)CC2)nc(N2CCN(C(=O)[C@H](C(C)C)n3cc(CCO)nn3)CC2)n1
0.326	N#CCC(=O)N1CCn2c1nc1ccccc12
-0.00916	COc1cc2[nH]c(=S)n(NC(=O)CC(C)C)c(=O)c2cc1OC
0.844	CC(C)(C)CN1C(=O)C(=O)NC[C@H]1Cc1cccc2ccccc12
-0.419	NC(=O)c1ccc(NC(=O)c2ccc3c(c2)OCO3)cc1
0.908	CC(C)(C)OC(=O)N1CCC[C@@H]1C(=O)N1CCC(C(=O)O)CC1
1.14	O=C(NCCN1CCOCC1)c1noc2c1CCc1ccccc1-2
-2.58	COc1ccc(Nc2nc3ccccc3nc2NS(=O)(=O)c2cccs2)cc1
0.869	CC(=O)Nc1ccc(C(=O)CSc2nnnn2C(C)C)cc1
0.278	Cc1ccc(SCc2[nH]nc3c2C(c2ccc(C)o2)C(C#N)=C(N)O3)cc1 (stereo unspecified)
0.203	CN(C)c1nc(N)nc(CSc2n[nH]c(-c3ccccc3)n2)n1
-6.84*	Cc1ccccc1Cn1nc(C)c(NC(=O)c2sc3ccccc3c2Cl)c1C
-4.99*	O=C(c1ccccc1Oc1ccccc1)N1CCN(c2ccc(F)cc2)CC1
0.205	COCCCNC(=O)CCn1c(=O)c2ccccc2n(CC(=O)Nc2cc(Cl)ccc2C)c1=O
-0.185	COc1ccc(NC(=O)Cn2nnc(C(=O)NCc3ccccc3)c2N)cc1Cl
0.168	COC(=O)c1cc(NCc2ccccc2F)ccc1N1CCOCC1
-1.41	CCCC1CCC(c2ccc(C(N)=O)cc2)CC1 (stereo unspecified)
0.904	CC1CCN(c2nnc(N)s2)CC1
0.0524	CCOC(=O)CNC(=O)CSc1nc2ncc(Br)cc2[nH]1
-2.68	COc1ccc(N2CCN(c3oc(COc4ccc(Cl)cc4Cl)nc3C#N)CC2)cc1
0.0856	Cc1cc(C)nc(/N=C2\NC(=O)CC(C(=O)O)N2c2ccc(Oc3ccccc3)cc2)n1 (stereo unspecified)
0.394	CCOC(=O)C/C(C)=N/NC(=O)c1cccs1
-0.0417	CCCCn1c(N)c(N(CCC(C)C)C(=O)COC(=O)c2ccco2)c(=O)[nH]c1=O
0.416	CC(=O)Oc1ccc(C(=O)Nn2cnnc2)cc1
-1.95	COc1ccccc1C(c1nnnn1C(C)(C)C)N1CCCCCC1 (stereo unspecified)
0.666	COc1ccccc1NC(=O)c1cc(S(=O)(=O)N2CCOCC2)ccc1Cl
-2.85	COc1ccc(C)cc1NC(=O)CSc1nnc(-c2ccc(Br)cc2)o1
1.02	CS(=O)(=O)N(CC(O)Cn1c2ccccc2c2ccccc21)c1cccc2ccccc12 (stereo unspecified)
-1.13	C=CCn1c(SCC(=O)c2[nH]c(C)c(C(C)=O)c2C)nnc1-c1ccncc1
0.406	COC(=O)c1ccc(C)c(NC(=O)CN(c2cc(OC)ccc2OC)S(C)(=O)=O)c1
-3.14	COc1cccc(Nc2ncccc2C(=O)Nc2ccccc2)c1
0.332	Cc1cccc(N2CCN(S(C)(=O)=O)CC2)c1C
0.191	O=C(c1cccc(N2C(=O)C3C4C=CC(C4)C3C2=O)c1)N1CCCCCC1 (stereo unspecified)
-7.51*	CN(c1ccccc1)C(c1ccc(F)cc1)c1nnnn1C1CCCC1 (stereo unspecified)
-1.88	COc1ccc(OCCNC(=S)Nc2cccc3ccccc23)cc1
-0.101	CCOC(=O)c1cc2c(=O)n3ccccc3nc2n(CCOC)c1=NC(=O)C(C)(C)C
0.178	Nc1cc(C(=O)O)ccc1Nc1ccccc1
-3.88	COc1ccc(-c2oc(/N=C/N3CCOCC3)c(C#N)c2-c2ccc(OC)cc2)cc1
-1.31	COCCNC(=O)COC(=O)/C=C/c1c(C)nn(Cc2ccc(Cl)cc2Cl)c1Cl
-1.91	Nc1nc(SCc2ccccc2Cl)[nH]c(=O)c1-c1ccccc1
0.268	CCn1c(CNC(=O)c2ccccc2)nc2ccccc21
-2.93	c1ccc2c(COn3nnc4ccccc43)cccc2c1
0.173	CCOc1cccc(NC(=O)CSc2nncn2N)c1
-3.77	CC1CC(C)CN(C(=O)COC(=O)c2cc3ccccc3cc2O)C1 (stereo unspecified)
0.0284	COc1ccc(C(=O)NC2CCCCCC2)cc1S(=O)(=O)N1CCCc2ccccc21
-0.000557	COc1cc(NC(=O)c2c(F)c(F)c(F)c(F)c2F)c(OC)cc1Cl

The list continues.
Cav3 T inh	Structure
-2.13	CC(=O)O[C@H]1C[C@@]2(C)[C@@H](C[C@@H](O)[C@H]3[C@@]4(C)CC[C@@H](O)[C@@H](C)C4CC[C@@]32C)/C1=C(\CCC=C(C)C)C(=O)O (stereo partly specified)
-0.16	O=C(Nc1ccc(/C=C/c2nc3ccccc3o2)cc1)c1cccc(C(F)(F)F)c1
-2.17	CC1Oc2ccccc2N(Cc2ccccc2Cl)C1=O (stereo unspecified)
1.76	CC1CC(C)CN(C(=O)Cn2c(=O)n(CCCCC(=O)NCc3ccco3)c(=O)c3ccccc32)C1 (stereo unspecified)
0.178	Cn1nc([N+](=O)[O-])nc1Sc1nnc(-c2ccccc2)o1
-0.593	CCOc1ccc(-c2nnn(CC(=O)NCc3ccc(F)cc3)n2)cc1OCC
1.1	C[C@@H]1CN=C2N(CCNC(=O)CCC3CCCCC3)[C@H](Cc3ccc(O)cc3)CN21
0.131	O=C(Cn1c(C(F)(F)F)nc2ccccc21)c1ccccc1
-2.45	COc1ccc(Cc2nc(-c3ccccc3)no2)cc1
1.05	CCOC(=O)Cc1c(C)nc2c(C#N)c(C)nn2c1C
0.111	CCOc1cc(NC(=O)C2CCCO2)c(OCC)cc1NC(C)=O (stereo unspecified)
-3.9*	COC(=O)C1=C(Nc2ccc(C)cc2)C=C(C)C(C(=O)OC)C1c1cccc(OC)c1 (stereo unspecified)
2.36	O=C(CN1CCCCC1)Nc1ccc(S(=O)(=O)N2CCOCC2)cc1
1.14	COc1cccc2c(=O)c(C/C=C(/C)Cl)c(C)[nH]c12
0.385	c1coc(CN2CN=C(Nc3nc4ccccc4s3)NC2)c1
-5.14*	O=C(CSCc1cccc(Cl)c1)N1CCN(Cc2ccc3c(c2)OCO3)CC1
-5.27*	O=C(CCn1nc(-c2ccccc2)c2ccccc2c1=O)N1CCN(c2ccccc2)CC1
0.013	COc1cccc(NC(=O)c2ccccc2NS(C)(=O)=O)c1
-0.162	CC1(C)CC(=O)C2=C(C1)NCN(Cc1ccccc1)C2
0.544	COc1cc2c3c(c1OC)C1(C=CC(=NO)C=C1)CC3N(C(C)=O)CC2 (stereo unspecified)
0.558	Cc1ccc(-c2csc3ncn(CC(=O)N4CCOCC4)c(=O)c23)cc1
-6.15*	N#CCSc1nc2c(c(=O)n1Cc1ccco1)C1(CCCC1)Cc1ccccc1-2
0.0344	CC(C)(O)C#Cc1ccc(C(=O)N2CCCC2C(=O)O)s1 (stereo unspecified)
0.00476	O=C(Nc1ccccc1)N1CCCCC1c1cccnc1 (stereo unspecified)

Grouped by structure, the entries above with a Cl atom
Cav3 T inh	Structure
1.32	COc1ccc(Cl)cc1C(=O)NCc1cn(C)nc1C
0.409	Cc1ccc(OCCC(=O)OCC(=O)Nc2ccc(Cl)cn2)cc1
0.481	Clc1ccc(NC2=NCCC2)cc1Cl
0.948	O=C(c1cccc(Cl)c1)N(Cc1cccs1)C1CCS(=O)(=O)C1 (stereo unspecified)
-6.84*	Cc1ccccc1Cn1nc(C)c(NC(=O)c2sc3ccccc3c2Cl)c1C
0.205	COCCCNC(=O)CCn1c(=O)c2ccccc2n(CC(=O)Nc2cc(Cl)ccc2C)c1=O
-0.185	COc1ccc(NC(=O)Cn2nnc(C(=O)NCc3ccccc3)c2N)cc1Cl
-2.68	COc1ccc(N2CCN(c3oc(COc4ccc(Cl)cc4Cl)nc3C#N)CC2)cc1
0.666	COc1ccccc1NC(=O)c1cc(S(=O)(=O)N2CCOCC2)ccc1Cl
-1.31	COCCNC(=O)COC(=O)/C=C/c1c(C)nn(Cc2ccc(Cl)cc2Cl)c1Cl
-1.91	Nc1nc(SCc2ccccc2Cl)[nH]c(=O)c1-c1ccccc1
-0.000557	COc1cc(NC(=O)c2c(F)c(F)c(F)c(F)c2F)c(OC)cc1Cl
-2.17	CC1Oc2ccccc2N(Cc2ccccc2Cl)C1=O (stereo unspecified)
1.14	COc1cccc2c(=O)c(C/C=C(/C)Cl)c(C)[nH]c12
-5.14*	O=C(CSCc1cccc(Cl)c1)N1CCN(Cc2ccc3c(c2)OCO3)CC1

Not all compounds are listed (hit frequency here may not be typical).
